FLuc counter – qHTS profiling assay for firefly luciferase inhibitor/activator using purifed enzyme and Km concentrations of substrates (counterscreen for miR-21 project). Potency, µM (doses to about 57.5 µM), for the others: at the highest dose activity change, negative = inhibition, most hits filed as inhibitors. AID 588342, 2011. purified FLuc, Km substrates, luminescence inhibition. 360,000 tested, 6.9% active;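 further: plate controls were vehicle for no effect and reference inhibitor for full effect; nearly all actives have a fitted effect of over 55% in size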
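Purified P. pyralis luciferase, 10 nM final, with Km-level 10 uM D-luciferin and 10 uM ATP in 50 mM Tris acetate pH 7.5, 10 mM Mg acetate, 0.01% Tween-20, 0.05% BSA; 6-point qHTS titration about 60 µM downward; luminescence read.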
CXXC DNA block – qHTS Fluorescence Polarization Assay for Inhibitors of MLL CXXC domain - DNA interaction | Histone-lysine N-methyltransferase 2A (Homo sapiens), Q03164 | 290,000 tested, 0.037% active | Potency, µM (top dose mostly 115 µM), for inactives: at the top dose activity change, negative = inhibition, hits mostly inhibitors | AID 2662, 2010 | MLL-CXXC / FITC-HOXA9 DNA fluorescence polarization; active means well fitted inhibition curve with a large enough effect in the polarisation, with a control signal flat, not every such curve was filed as active; inconclusive means small, poorly fitted or top-dose-only effect, or effect the other way, or a change in a side signal; inactive means no such curve, though single readings can be large or run the other way; the % refers to the polarisation
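Steps: dispense CXXC domain solution (7 uM) → pin compounds or unlabeled HOX-A9 DNA control → 5 min ambient → add FLSN-HOX-A9 solution (50 nM) → spin → 30 min ambient → fluorescence polarization. Tris pH 7.5/NaCl/DTT/BSA buffer.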
ELG1 genotoxic – qHTS screen for small molecules that induce genotoxicity in human embryonic kidney (HEK293T) cells expressing luciferase-tagged ELG1; HEK293T ELG1-luciferase reporter, luminescence, 16 h; 330,000 tested, 1.3% active; Potency, µM (series often up to 46 µM), for the others: at the highest dose activity change, positive = activation, hits mostly activators; further: % of control where 0% means no effect; nearly all actives have a fitted effect of over 60% in size
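Genotoxic stress is detected as increased luminescence from luciferase-tagged ELG1 in HEK293T cells, measured with ONE-Glo after a 16 hr treatment at 37 °C.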
MBNL1 CUG block – qHTS Assay for Inhibitors of MBNL1-poly(CUG) RNA binding; 280,000 tested, 0.036% active; TR-FRET MBNL1-His/biotin-(CUG)12 binding, 665/545 ratio; Potency, µM (top dose mostly 57.5 µM), without a hit: at the top dose activity change, negative = inhibition, hits mostly inhibitors; active means well fitted inhibition curve with a large enough effect in the signal ratio, with a control signal flat, not every such curve was filed as active; inconclusive means small, poorly fitted or top-dose-only effect, or effect the other way, or a change in a side signal; inactive means no such curve, though single readings can be large or run the other way; the % refers to the signal ratio; further: on the % scale 0 is the no-effect control and ±100 the full control effect
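Inhibition of protein-RNA binding appears as loss of TR-FRET between terbium anti-His antibody on MBNL1-His and streptavidin-XL665 on biotin-(CUG)12. Activity is normalized to buffer-only and uninhibited-complex controls.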
NPC1 promoter act – qHTS Assay for NPC1 Promoter Activators. Potency, µM (series often up to 9.22 µM), inactives show top-dose activation, most hits filed as activators. Huh7 NPC1 promoter luciferase reporter, 24 h. 320,000 tested, 2.4% active;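 further: % of control where 0% means no effect; nearly all actives have a fitted effect of over 60% in size; reporter is driven by a mutant NPC1 promoter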
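Huh7 cells stably carrying NPC1 promoter–luciferase, plated in Opti-MEM with 10% FBS for 2 h, were exposed to compound in DMSO for 24 h at 37 °C; luciferase reagent was added for 10 min and luminescence read.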
RORgamma inh – qHTS for inhibitors of ROR gamma transcriptional activity; Drosophila S2 Gal4-RORgamma UAS-luciferase reporter, 20 h; Potency, µM (titrated, usually from 53.6 µM), for the others: at the top dose activity change, negative = inhibition, most hits filed as inhibitors; 310,000 tested, 5.4% active; AID 2551, 2010; further: on the % scale 0 is the no-effect control and ±100 the full control effect; nearly all actives have a fitted effect of over 60% in size
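Drosophila S2 cells stably expressing Gal4-DBD/mouse RORγ fusion under metallothionein promoter plus UAS-luciferase; compound 1 h, then 700 uM CuSO4 induction for 20 h at ambient temperature; inhibition read as reduced luminescence.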
Gal4-VP16 FLuc – VP16 counterscreen qHTS for inhibitors of ROR gamma transcriptional activity. Drosophila S2 Gal4-VP16 UAS-luciferase, luminescence, 20 h. 310,000 tested, 3.5% active. AID 2546, 2010. Potency, µM (top dose mostly 53.6 µM), without a hit: top-dose activity, negative = inhibition, actives largely listed as inhibitors;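 further: Gal4-VP16 expression switched on by copper sulfate through the metallothionein promoter; on the % scale 0 is the no-effect control and ±100 the full control effect; nearly all actives have a fitted effect of over 50% in size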
p53 reactivation – qHTS assay for re-activators of p53 using a Luc reporter; Potency, µM (doses to about 92.2 µM), without a hit: at the top dose activity change, positive = activation, most hits filed as activators; AID 504706, 2011; 320,000 tested, 0.063% active; H1299 p53-A138V BP100-luciferase reporter, luminescence, 24 h; further: % of control where 0% means no effect; nearly all actives have a fitted effect of over 45% in size
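H1299 (p53-null), stable ts p53-A138V + BP100-Luc; 1000 cells/well, Opti-MEM/10% FBS; cpd 4 pt, 1:5; 24 h, 37 deg C, 5% CO2; detection reagent 10 min RT; luminescence.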
uPA generation – qHTS for Inhibitors of Cell Surface uPA Generation; Potency, µM (titrated, usually from 38.3 µM), for inactives: at the highest dose activity change, negative = inhibition, usual class: inhibitors; cell surface uPA generation assay, qHTS; 330,000 tested, 0.31% active; AID 540303, 2011; active means well fitted inhibition curve with a large enough effect; inconclusive means small, poorly fitted or top-dose-only effect; inactive means no such curve, though single readings can be large or run the other way; tested in mouse RAW 264.7 cells; further: on the % scale 0 is the no-effect control and ±100 the full control effect; nearly all actives have a fitted effect of over 55% in size
BRCA1 expr up – qHTS Assay to Identify Small Molecule Activators of BRCA1 Expression. MCF7-BRCA1-FFLuc reporter, luminescence, 48 h; response scale: scaled: vehicle 0%, 10 µM genistein 100%. Potency, µM (doses to about 46.1 µM), for inactives: top-dose activation, usual class: activators. 380,000 tested, 1.1% active; further: nearly all actives have a fitted effect of over 80% in size; some results filed as inactive show a strong effect at the top dose
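Luminescence from a BRCA1-driven firefly luciferase in MCF7 cells was the read-out, taken 15 min after substrate addition following 48 h compound exposure at 37 °C. Data were normalized to a 10 microM genistein control and DMSO vehicle.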
Rab9 prom act – qHTS Assay for Rab9 Promoter Activators; AID 485297, 2010; 320,000 tested, 2.8% active; Huh7 Rab9 promoter-luciferase reporter, luminescence, 24 h; Potency, µM (doses to about 9.22 µM), without a hit: at the highest dose activation, negative = inhibition, usual class: activators; further: % of control where 0% means no effect; nearly all actives have a fitted effect of over 60% in size
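Luminescence read-out: Huh7 cells stably expressing Rab9-luciferase, treated 24 h with compound at 37 °C, then lysed with luciferase reagent for 10 min at ambient before reading.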
Numbers without * were called inactive; ? = inconclusive; . = no result given; [ ] = remark or other dose. Unless noted, the call rests on the fitted dose curve; in most records, active means well fitted curve in the direction sought with a large enough effect; inconclusive means small, poorly fitted or top-dose-only effect, or another doubt; inactive means no such curve, though single readings can be large; an effect the other way counts as inactive or inconclusive. Potency means the concentration at half of the fitted maximal effect. This is a subset; the hit share may differ from the screen's.

cpd | Structure | FLuc counter | CXXC DNA block | ELG1 genotoxic | MBNL1 CUG block | NPC1 promoter act | RORgamma inh | Gal4-VP16 FLuc | p53 reactivation | uPA generation | BRCA1 expr up | Rab9 prom act
1 | Cc1ccc(OCCC(=O)OCC(=O)Nc2ccc(N3CCOCC3)cc2)cc1 | 6% | . | -8% | . | 7% | . | . | 12% | -1% | -3% | 1%
2 | COc1ccc(N(C(=O)c2snc(C(N)=O)c2N)C(C(=O)NC2CCCC2)c2cc(OC)ccc2OC)cc1 (stereo not given) | -3% | 5% | -3% | 37%[activator] | -4% | 26% | -6% | 2% | . | -38% | 0%
3 | CN1C(=O)CSc2ccc(NC(=O)Nc3ccccn3)cc21 | 3µM* | 3% | 4% | -6% | ? | 23% | ? | 0% | 18% | 4µM* | 2.8µM*
4 | CCNC(=O)COc1ccc(Br)cc1Cl | ? | 8% | ? | -1% | 26% | 30% | 29% | ? | -4% | 47% | 30%
5 | O=C(COc1ccc(Cl)cc1Cl)Nc1ccc(CN2CCOCC2)cc1 | -19% | 3% | 1% | -1% | -1% | 4% | 3% | 11% | -18% | 2% | -3%
6 | CC1=C(CCN2CCN(C(C)C)C(CCO)C2)C(C)(C)CCC1 (stereo not given) | 0% | 1% | -1% | 1% | -1% | -12% | -7% | 1% | -1% | 0% | 0%
7 | O=C(CSc1nnc(-c2cccs2)o1)NCC1CN(Cc2ccccc2)CCO1 (stereo not given) | -5% | -2% | 1% | -3% | 1% | 34% | 23% | -1% | 1% | -16% | -2%
8 | CCNC(=O)C(=O)NCCc1ccc(Cl)cc1 | 5% | 7% | 4% | -9% | -1% | 31% | -6% | 3% | . | -5% | -6%
9 | CC(=O)c1cccc(NC(=O)N2C3CCCC2CC(NC(=O)C2CC2)C3)c1 (stereo not given) | -2% | 19% | 3% | -5% | 1% | -19% | 0% | 0% | 4% | -14% | 2%
10 | O=C(CCC(=O)NCCO)NCCO | 0% | 4% | -10% | -2% | 2% | -5% | -3% | 1% | 3% | 1% | 2%
11 | Cc1cc(NC(=O)CCCC(=O)NCc2ccccc2)no1 | 4% | 7% | -1% | -6% | 1% | -9% | -4% | 7% | -9% | 31% | -11%
12 | Cc1cc(C)n(-c2nnc(NCc3ccc(Cl)cc3)nn2)n1 | -15% | 0% | 7% | . | -5% | ? | 4% | 13% | 4% | -42% | 4%
13 | COc1ccc(N2CCN(C(=O)CN=C3NS(=O)(=O)C(c4ccc(C)cc4)=C3C)CC2)cc1 | 1% | 10% | -12% | ? | 1% | 61% | 5% | 7% | -8% | -49% | -5%
14 | O=C(CSc1nnc(-c2ccc(OC(F)F)cc2)o1)NCc1cccs1 | -12% | 1% | 2% | -8% | 5% | 0% | ? | 4% | 2% | -13% | 0%
15 | O=C(CCn1c(=S)[nH]c2cc3c(cc2c1=O)OCO3)NCc1cccc(Cl)c1 | 1% | 7% | 12% | 20% | 4% | ? | ? | 3% | 4% | 0% | 4%
16 | O=C(CCC(=O)N1CCCC(Nc2ccccc2)C1)c1ccc(F)cc1 (stereo not given) | 4% | 6% | -2% | -5% | -7% | 40% | 0% | 5% | 1% | 2% | 2%
17 | O=C(NNC(=O)c1c(F)cccc1F)c1sccc1-n1cccc1 | -10% | 2% | -2% | 5% | -5% | -35% | -3% | 0% | -21% | 1% | 0%
18 | CCCCn1c(N)c(N(CCOC)C(=O)CN2c3ccccc3CC2C)c(=O)[nH]c1=O (stereo not given) | -1% | 40%[activator] | 1% | 13% | -1% | -1% | -1% | -4% | -2% | 12% | -7%
19 | Cc1cccc(CN2CCc3c([nH]c4ccccc34)C2CC(C)C)n1 (stereo not given) | 2% | -10% | -5% | 12% | -1% | ? | ? | . | -1% | -47% | 0%
20 | C=CCn1c(-c2ccccc2)nc(=S)c2c1CC(C)(C)OC2 | 4% | -5% | -2% | 6% | 1% | -3% | -1% | -20% | -3% | 14%[1.84 µM] | -2%
21 | Cc1cc(NC(=O)c2coc(=O)c(Br)c2)ccc1C(C)C | 5.4µM* | -10% | ? | . | 18% | -5% | -1% | ? | -7% | 1% | ?
22 | O=C(N/N=C1/C(=O)c2cccc3cccc1c23)c1ccc(Cl)cc1 | ? | 0% | -2% | 3% | ? | -21% | ? | -2% | -8% | -69% | 20%
23 | CCCCCn1c(=NC(C)=O)c(C#N)cc2c(=O)n3ccccc3nc21 | 1% | 4% | 1% | ? | -6% | -30% | 0% | 16% | 5% | 6% | 4%
24 | COc1ccc(CC(=O)OCC(=O)Nc2ccc(C(=O)Nc3ccc(OC)cc3)cc2)cc1 | -2% | 8% | 12% | 2% | 13% | 16% | -8% | 5% | 12% | 11µM* | 16%
25 | C#CCOCCOCCOCCNc1nc(N2CCN(C(=O)[C@H](Cc3ccc(O)cc3)n3cc(C(N)CC(C)C)nn3)CC2)nc(N2CCN(C(=O)[C@H](CCC(=O)O)n3cc(C(N)[C@H](C)CC)nn3)CC2)n1 (stereo not given in full) | 2% | -17% | 7% | -11% | -4% | -7% | -9% | -5% | -4% | 6% | -2%
26 | COc1ccccc1NC(=O)Cc1noc(CSc2nnc(C)n2C)n1 | 0% | -3% | 0% | 8% | 0% | 23% | 11% | 1% | 4% | -4% | 0%
27 | COc1ccc(-c2ccnc3nc(Sc4ncc(C(F)(F)F)cc4Cl)nn23)cc1 | -1% | 8% | -1% | 8% | -2% | 1% | -7% | 6% | . | -49% | -7%
28 | CC(=O)c1c(N2CCN(c3cccc(Cl)c3)CC2)nc(=S)n(-c2ccccc2)c1C | -1% | 22% | -6% | -9% | -5% | 20µM* | ? | -6% | 2% | -14% | 1%
29 | COc1ccc(-c2cc(=O)[nH]c(N3CCN(Cc4ccccc4)CC3)n2)cc1 | -8% | -8% | 0% | 6% | -3% | 133% | -5% | -3% | 3% | -10% | -1%
30 | COc1ccc(S(=O)(=O)n2cnc3cc(C)c(C)cc32)cc1C | 5% | -2% | 27% | 0% | -4% | 33%[0.365 µM] | . | -4% | -6% | -56% | -6%

Screen by screen, as entered above:
NPC1 promoter act, compounds 12 to 16, in order: -5%, 1%, 5%, 4%, -7%
CXXC DNA block, compounds 12 to 16, in order: 0%, 10%, 1%, 7%, 6%
Gal4-VP16 FLuc, compounds 12 to 16, in order: 4%, 5%, ?, ?, 0%

Carrying on:
cpd | Structure | FLuc counter | CXXC DNA block | ELG1 genotoxic | MBNL1 CUG block | NPC1 promoter act | RORgamma inh | Gal4-VP16 FLuc | p53 reactivation | uPA generation | BRCA1 expr up | Rab9 prom act
31 | O=C(CCCn1c(=O)oc2ccccc21)Nc1ccccc1 | ? | . | 11% | . | 18% | . | . | 22% | -1% | 62% | 7%
32 | Cc1cccc2nc(COc3ccc4ccccc4c3Br)cn12 | 2.4µM* | -1% | ? | 13% | 3.5µM* | 8.9µM* | ? | 25% | 5% | 3% | 3.2µM*
33 | COCCn1c(Cc2ccccc2)nnc1SCC(=O)N1CCOCC1 | 6% | 4% | 26% | 9% | 1% | -11% | -3%[10 µM] | 1% | 0% | -9% | -6%
34 | O=C(Nc1ccccc1N1CCOCC1)c1cc(-c2ccncc2)nc2ccccc12 | -3% | 11% | -12% | 15% | -3% | 3% | -3%[10 µM] | -4% | 2% | 0% | -6%
35 | CC(=O)c1ccc(NC(=O)CSc2nnc(C3CC3)n2C)cc1 | -4% | 9% | 1% | -4% | -4% | -6% | -9% | 1% | -1% | -3% | 2%
36 | CC(=O)c1ccc(S(=O)(=O)N2CCC(NC(=O)Nc3cccc(F)c3)CC2)cc1 | -2% | 1% | -9% | -3% | -2% | 43% | -5% | -3% | 2% | -20% | -3%

4 entries already listed, arranged by their value in NPC1 promoter act, descending:
No. | SMILES | NPC1 promoter act
31 | O=C(CCCn1c(=O)oc2ccccc21)Nc1ccccc1 | 18%
33 | COCCn1c(Cc2ccccc2)nnc1SCC(=O)N1CCOCC1 | 1%
36 | CC(=O)c1ccc(S(=O)(=O)N2CCC(NC(=O)Nc3cccc(F)c3)CC2)cc1 | -2%
34 | O=C(Nc1ccccc1N1CCOCC1)c1cc(-c2ccncc2)nc2ccccc12 | -3%
